p47phox inh: p47phox/p22phox peptide binding inhibitors, primary screen, biochemical, uHTS, NADPH oxidase regulatory subunit | Neutrophil cytosol factor 1 (Homo sapiens), P14598 | fluorescence polarization, 2 h | inhibition, % at 24.7 µM | 220,000 compounds, 0.53% hits;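 active means inhibition above about 30%, limit read from the data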;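 further: 0% = p47phox with labelled peptide and 100% = labelled peptide alone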
NPY1 pot ag: NPY-Y1 receptor potentiators or agonists, primary screen, cell-based; Neuropeptide Y receptor type 1 (Homo sapiens), P25929; NPY-Y1 expressing cells, potentiator/agonist activation; activation, % at 3.6 µM; 220,000 compounds, 0.37% hits; in the data active means activation above about 33%, passing the limit was not always enough;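 further: cells stimulated with NPY at EC10 then isoproterenol at EC100; 0% = low agonist plus stimulus and 100% = saturating agonist plus stimulus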
Target sequence (P25929 whole entry, looked up): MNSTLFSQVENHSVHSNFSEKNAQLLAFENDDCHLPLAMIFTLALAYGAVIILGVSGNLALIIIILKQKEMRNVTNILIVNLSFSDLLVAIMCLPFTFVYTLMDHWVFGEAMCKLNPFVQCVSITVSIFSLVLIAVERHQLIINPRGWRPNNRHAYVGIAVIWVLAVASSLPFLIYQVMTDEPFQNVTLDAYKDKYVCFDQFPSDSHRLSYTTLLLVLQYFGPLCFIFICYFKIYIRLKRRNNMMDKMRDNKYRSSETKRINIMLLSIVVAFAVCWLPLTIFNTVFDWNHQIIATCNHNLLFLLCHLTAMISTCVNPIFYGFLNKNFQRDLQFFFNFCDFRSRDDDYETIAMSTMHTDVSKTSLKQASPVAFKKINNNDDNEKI
S1P4 agonist: S1P4 receptor agonists, primary screen, cell-based; Sphingosine 1-phosphate receptor 4 (Homo sapiens), O95977; S1P4-expressing cell line, agonist reporter assay; activation, % at 4.98 µM; 220,000 compounds, 0.35% hits; in the data active means activation above about 11%;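 further: 0% = DMSO vehicle and 100% = reference agonist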
Target sequence (O95977 whole entry, looked up): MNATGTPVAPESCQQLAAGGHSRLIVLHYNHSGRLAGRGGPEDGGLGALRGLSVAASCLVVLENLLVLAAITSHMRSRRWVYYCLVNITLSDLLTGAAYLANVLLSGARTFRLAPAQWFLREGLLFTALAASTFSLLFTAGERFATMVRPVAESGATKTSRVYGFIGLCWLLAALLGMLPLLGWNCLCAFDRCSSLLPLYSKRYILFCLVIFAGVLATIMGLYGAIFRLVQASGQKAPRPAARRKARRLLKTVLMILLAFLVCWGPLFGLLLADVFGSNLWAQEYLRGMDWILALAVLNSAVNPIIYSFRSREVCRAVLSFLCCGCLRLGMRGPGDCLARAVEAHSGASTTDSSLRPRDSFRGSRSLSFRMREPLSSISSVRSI
NPY2 pot ag: NPY-Y2 potentiators or agonists, primary screen, cell-based; cells expressing NPY-Y2, potentiator/agonist read-out; AID 1359, 2008; activation, % at 3.6 µM; 220,000 compounds, 0.45% hits; Neuropeptide Y receptor type 2 (Homo sapiens), P49146; in the data active means activation above about 27%;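 further: cells stimulated with NPY near EC25 plus isoproterenol at EC100; 0% = vehicle plus submaximal agonist and 100% = vehicle plus saturating agonist; some results beyond the cut were filed as inactive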
BaF3 parental: parental Ba/F3 cell viability inhibition, counter-screen for JAK2V617F inhibitor project, murine pro-B, CellTiter-Glo luminescence | CellTiter-Glo ATP luminescence | 220,000 compounds, 1.1% hits | inhibition, % at 5.6 µM;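 active means inhibition above a per-campaign cutoff, the mean inhibition of all tested compounds plus 3 SD, cut at about 27% in these data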;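 further: 0% = DMSO wells and 100% = JAK Inhibitor I control wells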
S1P4 antag: S1P4 receptor antagonists, primary screen, cell-based; 220,000 compounds, 0.26% hits; S1P4-expressing cells, antagonist mode, reporter read-out; Sphingosine 1-phosphate receptor 4 (Homo sapiens), O95977; inhibition, % at 4.98 µM; in the data active means inhibition above about 29%;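 further: 0% = wells stimulated with agonist and 100% = vehicle wells without agonist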
Ba/F3 V617F tox: reduced viability of JAK2V617F-dependent Ba/F3 cells, primary screen, JAK2V617F inhibitor project, cell-based, Ba/F3 EpoR-JAK2V617F, luminescence | ATP luminescence | inhibition, % at 5.6 µM | 220,000 compounds, 1.1% hits | AID 1446, 2008;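 active means inhibition above the campaign mean plus 3 SD over all tested compounds, cut at about 24% in these data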;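 further: cytokine-independent growth of Ba/F3 cells driven by EpoR plus mutant JAK2; 0% = DMSO-treated cells and 100% = JAK inhibitor I control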
CHOP inhibitor: inhibitors of CHOP promoter induction, primary screen, cell-based, unfolded protein response, luciferase reporter; CHO-K1 CHOP-promoter luciferase, tunicamycin-induced, 15-18 h; inhibition, % at 10 µM; 220,000 compounds, 3.8% hits; AID 2732, 2010;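 active means compounds that reduced the stress-induced luciferase reporter signal by more than about 70% of percent inhibition, limit read from the data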;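 further: 0% = tunicamycin plus vehicle and 100% = wells without tunicamycin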
NPY Y1 blocker: NPY-Y1 receptor antagonists, primary screen, cell-based; Neuropeptide Y receptor type 1 (Homo sapiens), P25929; HEK293-CNG Y1 cells, membrane potential fluorescence; NPY at EC95, then isoproterenol; inhibition, % at 3.6 µM; 200,000 compounds, 1% hits;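 active means inhibition above the campaign mean inhibition of all tested compounds plus 3 SD, cut at about 20% in these data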;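 further: 0% = DMSO wells given NPY plus isoproterenol and 100% = isoproterenol alone without NPY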
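Test system – HEK293 Y1/CNG channel cell line · Also added – NPY agonist 25 nM, then isoproterenol 1 µM plus Ro 20-1724 25 µM · Compound dosing – one concentration, 3.6 µM, in 0.4% DMSO · Schedule – compound incubation 1 h at room temperature, readout 45 min post-stimulation · Technique – fluorescence, membrane potential probe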
* = called active by the depositor; / = not tested or not shown; & = joins results of further samples.

SMILES	p47phox inh	NPY1 pot ag	S1P4 agonist	NPY2 pot ag	BaF3 parental	S1P4 antag	Ba/F3 V617F tox	CHOP inhibitor	NPY Y1 blocker
C=C(C)CSc1nnc([C@@H](N)Cc2ccccc2)o1	-11	16	-1.8	-30	-2	-5	-4	8	/
CC(C)CC1C(C#N)=C(N)Oc2c1c(=O)oc1ccccc21 (configuration not stated)	3	-9	0.4	2	12	-13	4	42	3
CCOC(=O)C1(c2ccccc2)CCN(Cc2cccc(C(=O)O)c2)CC1	-7	-1	0.8	-6	2	4	3	-4	-4
COC(=O)c1ccc(-n2c(C)nc3ccccc3c2=O)cc1	-1	-15	-1.1	4	2	3	-1	-9	-5
COC(=NC1CCCCC1)C(O)c1c[nH]c2ccccc12 (configuration not stated)	-9	-1	2.5	-9	8	4	4	14	4
CC(C)C1(C)N=C(c2ncccc2C(=O)O)NC1=O (configuration not stated)	4	9	-3.1	-4	2	1	-5	18	-1
CC(=O)Nc1cc(C(=O)N2CCC3(CC2)OCCO3)ccc1S(=O)(=O)c1ccc(C)cc1	-5	15	0.5	3	1	-19	-3	35	-7
COc1ccc([N+](=O)[O-])cc1N=Cc1c(O)n(CCc2ccccc2)c(=O)n(C(C)C)c1=O	-17	0	-1.8	5	8	-14	6	36	3
CCCCN1C(=N)C(CC)(CC)C(=O)NC1=O	-9	2	0.1	3	10	-20	4	8	-1
O=C1NC(=O)C2(Cc3c(nc4ccccn4c3=O)N3CCCCCC32)C(=O)N1Cc1ccccc1 (configuration not stated)	-11	10	0.8	1	2	-8	-2	44	-6
COc1cccc(O)c1CN1CCCC(C(=O)c2sccc2C)C1 (configuration not stated)	8	-20	1.0	-20	1	-10	6	25	13
COc1cc(NC(=O)CN2C3CCC2CC(O)(c2cccnc2)C3)cc(OC)c1 (configuration not stated)	-16	-38	0.4	9	2	1	-1	19	-2
Cc1cccc(N=Cc2c(O)n(-c3ccccc3C)c(=O)[nH]c2=O)c1	-27	1	-3.8	2	4	9	-2	-19	-1
COP(=O)(OC)C(NC(=O)/C=C/c1ccccc1)C(Cl)(Cl)Cl (configuration not stated)	-6	0	-2.6	9	-2	-8	-1	9	1
O=c1[nH]c(=S)n(C2CC2)c(O)c1C=NCc1cccnc1	-6	6	1.4	8	-2	-11	-4	16	/
CCOC(C(=O)OCCCN(CC)CC)(c1ccccc1)c1ccccc1	-41	-23	-0.3	-55	8	9	3	10	10
COC(=O)c1cc2c(s1)=NC=NP=2(N1CCOCC1)N1CCOCC1	-12	18	0.6	3	1	0	-2	-2	5
Cc1ccsc1C(=O)C1CCCN(Cc2cccc(OCCO)c2)C1 (configuration not stated)	-5	-8	1.1	-14	4	-2	2	-26	5
COC(=O)C(O)(c1ccc(N(C)C(=O)OC(C)C)cc1)C(F)(F)F (configuration not stated)	-10	-1	-0.1	2	6	-8	1	36	-2
O=C1NC(=S)N(Cc2ccco2)C(=O)/C1=C\c1cccs1	-97	5	-0.4	10	3	0	1	-13	-3
Cc1cccc2c1=NC(=O)/C(=C/c1c(O)[nH]c(=O)[nH]c1=O)C=2	-18	-25	1.4	-5	5	0	1	28	0
Cc1ncc(CN2CCCC(C(=O)c3cccc(Cl)c3)C2)s1 (configuration not stated)	0	-1	-0.8	-10	1	-1	2	20	0
CC(C)(C)c1ccc(S(=O)(=O)N2CC3CC(C2)c2cccc(=O)n2C3)cc1 (configuration not stated)	2	8	0.1	1	11	-3	0	-22	3
Cc1cccc(N2C(=O)/C(=C/c3ccc(N4CCN(C)CC4)o3)C(=O)NC2=S)c1C	-227	10	0.4	11	3	-9	-3	1	-4
CCCCn1c(O)c(C=NC2CC3CCC2(C)C3(C)C)c(=O)[nH]c1=O (configuration not stated)	-12	-21	-0.4	-14	4	-2	0	95*	10
COc1ccc(NP(=O)(Nc2ccc(OC)cc2)Oc2ccccc2)cc1	-2	-13	5.4	9	4	-21	2	-4	-5
c1ccc2c(CNC3CCCCC3)c[nH]c2c1	0	4	0.3	-5	-1	-16	-3	14	1
CCOC(=O)c1cc2c(cn1)[nH]c1ccccc12	-8	10	1.5	9	9	-15	-2	24	-3
Oc1cc2c(cc1O)[C@H]1c3ccccc3CN[C@@H]1CC2	-3	6	0.7	15	-9	-3	0	11&-5	2
Cc1cc(NCCN)nc2ccccc12	1	-31	-2.0	-20	3	-3	-3	7	21*

Quoted at random: two entries already listed
SMILES	p47phox inh	NPY1 pot ag	S1P4 agonist	NPY2 pot ag	BaF3 parental	S1P4 antag	Ba/F3 V617F tox	CHOP inhibitor	NPY Y1 blocker
Cc1cc(NCCN)nc2ccccc12	1	-31	-2.0	-20	3	-3	-3	7	21*
CC(C)(C)c1ccc(S(=O)(=O)N2CC3CC(C2)c2cccc(=O)n2C3)cc1 (configuration not stated)	2	8	0.1	1	11	-3	0	-22	3

The listing continues:
SMILES	p47phox inh	NPY1 pot ag	S1P4 agonist	NPY2 pot ag	BaF3 parental	S1P4 antag	Ba/F3 V617F tox	CHOP inhibitor	NPY Y1 blocker
C=CCn1c(O)c(C(C)=NC2CC2)c(=O)[nH]c1=O	5	11	-3.1	12	2	-9	1	43	2
CCN(C(=O)Oc1ccccc1)c1ccc(C(O)(C(=O)OC)C(F)(F)F)cc1 (configuration not stated)	0	3	3.0	-12	6	-5	-5	24	1
COc1ccc(CCN(C)Cc2c(F)cccc2F)cc1OC	-1	-9	1.8	-11	2	0	2	-18	8
COc1cc(/C=C2/C(=O)NC(=O)N(c3ccc(C)cc3)C2=O)cc(OC)c1OC	-10	7	0.2	7	-2	-2	-7	17	/
CC1(CCl)CN1S(=O)(=O)c1ccccc1 (configuration not stated)	14	9	0.6	12	2	-6	0	25	/
CN1CCC(C)(O)C2CCCCC21 (configuration not stated)	1	-7	0.2	-3	6	10	3	5	1
CC(=O)c1c(C)n(CCCOC(C)C)c2ccc(O)cc12	-5	-61	-0.1	-9	2	-9	1	11	10
CCCCc1nc2ccccc2c(=O)n1-c1ccccc1[N+](=O)[O-]	0	4	1.2	1	6	-20	1	43	-2
Cc1ccsc1C(=O)C1CCCN(Cc2cnn(C(C)C)c2)C1 (configuration not stated)	-7	1	0.6	-2	0	5	2	-21	2
C/C(=N\NC(=O)c1ccncc1)c1c(O)n(Cc2ccccc2)c(=O)[nH]c1=O	-11	-3	1.8	-17	-3	0	2	10	/
Cc1ccccc1CS(=O)(=O)Cc1ccc(C(=O)N2CCC3(CC2)OCCO3)o1	-10	12	0.6	-7	7	-2	6	45	0
O=C1NC(=O)N(c2ccc(Cl)cc2)C(=O)/C1=C\c1ccc(Sc2nc3ccccc3[nH]2)o1	-225	6	0.9	-10	10	-14	4	-1	1
COc1ccccc1OCC#CCN1CCOCC1	-17	-3	-1.3	-4	5	6	1	9	7
COc1ccc(C(CC(=O)N2CCC3(CC2)OCCO3)NS(=O)(=O)c2ccc(F)cc2)cc1 (configuration not stated)	0	4	2.5	-12	-5	-3	-3	6	-4
CCCCn1c(O)c(C(C)=Nc2c(C)n(C)n(-c3ccccc3)c2=O)c(=O)[nH]c1=O	-7	14	0.1	16	1	-20	-1	8	-5
CSc1ccc(CN2CCN(Cc3ccccc3Cl)CC2)cc1	-3	-57	0.7	-6	9	-3	4	23	8
CCOC(=O)c1c(N)n(Cc2ccccc2)c2nc3ccccc3nc12	-9	-21	2.1	-10	6	15	5	32	27*
CC(C)n1c(O)c(C=NCc2cccnc2)c(=O)[nH]c1=S	1	14	0.7	17	2	1	-5	29	/
Clc1cccc(C2NCc3ccccc3-n3cccc32)c1 (configuration not stated)	-3	-13	1.7	-51	0	-3	2	2	/
CCC(C)NS(=O)(=O)c1ccc(OCC(=O)N2CCN(CC)CC2)cc1 (configuration not stated)	1	11	-1.6	-4	5	-7	-1	31	-5
COP(=O)(OC)C(NC(=O)c1ccc(C)cc1)C(Cl)(Cl)Cl (configuration not stated)	-2	1	1.8	-5	4	-7	-3	9	4
CN(C(=O)CN1CC=C(c2ccccc2)CC1)c1c(N)n(Cc2ccccc2)c(=O)[nH]c1=O	-12	7	-0.7	-4	9	3	1	31	4
COc1ccc(CCn2c(O)c(/C=N/N3CCOCC3)c(=O)[nH]c2=O)cc1OC	-1	-5	0.3	17	-3	9	-2	-11	/
CCn1cc(C(=O)NCc2ccccc2)c2ccccc21	0	8	1.8	-10	8	5	2	10	5
CC(C)(C)C(=O)c1cn(Cc2ccccc2)c2ccccc12	3	6	-0.6	-9	1	3	-2	33	-1
Clc1ccc(C(c2ccccc2)c2ncc[nH]2)cc1 (configuration not stated)	-2	2	0.0	-2	4	-21	2	37	0
C=CCn1c(O)c(C(C)=NCCCN(C)C)c(=O)[nH]c1=O	-4	-12	-1.9	-14	-2	3	4	1	/
O=C1NC(=O)N(c2ccc(Cl)cc2)C(=O)/C1=C/c1coc2ccc(O)cc2c1=O	-24	13	0.8	-9	3	5	2	22	/
CCN1CCN(C(=O)COc2ccc(S(=O)(=O)NC(C)C)cc2)CC1	-7	10	-2.1	-1	3	-9	-2	3	3
CCN(CCO)c1ccc(N=Cc2c(O)n(C)c(=S)[nH]c2=O)cc1	-84	-13	-2.9	-16	-1	-4	6	44	/
COc1ccccc1OCCCn1cc(C(C)=O)c2ccccc21	2	8	1.3	-6	8	-7	4	18	7
CCOC(=O)c1nc2ccccc2c(=O)n1-c1ccc(C)cc1	-18	20	-3.1	5	2	17	-1	57	-2
COC(=O)C(O)(c1ccc(N(C)C)cc1)C(F)(F)F (configuration not stated)	-8	0	-0.9	0	9	-7	-1	8	1
NC(=O)c1c(NC(=O)c2ccc(S(=O)(=O)N(CCCl)CCCl)cc2)sc2c1CCCCC2	-3	10	2.1	14	4	-10	-1	0	4
CC1=C(/C=C/c2ccccc2)CCN(C)C1	-12	-26	-2.5	-12	10	4	4	29	7
O=c1[nH]c(CN2CC=C(c3ccccc3)CC2)nc2scc(-c3ccccc3)c12	-97	3	0.9	7	1	5	-2	-20	/
NCC1(c2ccc3c(c2)OCCO3)CCCC1	4	-10	1.6	-17	7	-14	3	4	4
C=CCn1c(O)c(/C=C2/C=CC=N2)c(=O)[nH]c1=O	-8	1	0.6	6	-1	-24	-3	-6	-5
NS(=O)(=O)c1ccc(N=Cc2c(O)n(C3CCCCC3)c(=O)n(C3CCCCC3)c2=O)cc1	-24	8	0.0	4	0	-4	-3	112*	-4
Cc1cc(C)cc(NC2=NCCCS2)c1	-11	8	-1.9	-7	-1	-3	-4	-12	-2
O=c1[nH]c(=S)n(-c2ccc(Br)cc2)c(O)c1C=Nc1ccc(N2CCOCC2)cc1	-79	12	-0.1	-3	5	-20	-2	52	-2
CC(C)(C)c1nc(N2CCN(C(=O)c3ccco3)CC2)c2nnn(Cc3ccccc3Cl)c2n1	-7	-1	1.4	18	-1	-10	-5	50	-1

Screening data (PubChem BioAssay)

An excerpt; rates above refer to the full screens.
